High-throughput results deposited in PubChem BioAssay by National Center for Advancing Translational Sciences (NCATS).
TDP1 cell CPT = qHTS for Inhibitors of human tyrosyl-DNA phosphodiesterase 1 (TDP1): qHTS in cells in presence of CPT | chicken DT40 Tdp1-/-;hTDP1 cells + 20 nM CPT, ATP luminescence, 48 h | Potency, µM (doses to about 46.2 µM), for the others: at the top dose activity change, negative = growth inhibition, usual class: inhibitors | hit rate 12% among 420,000 | AID 686979, 2013; note: nearly all actives have a fitted effect of over 55% in size
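Cell growth measured by CellTiter-Glo luminescence after a minimum 48 h, 37 C compound exposure with 20 nM CPT in Tdp1-knockout DT40 cells stably expressing hTDP1, seeded 400/well; qHTS titration format.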
TDP1 block = qHTS Assay for Inhibitors of Tyrosyl-DNA Phosphodiesterase (TDP1); Tyrosyl-DNA phosphodiesterase 1 (Homo sapiens), Q9NUW8; recombinant TDP1, AlphaScreen DNA substrate cleavage; Potency, µM (highest dose often 130 µM), without a hit: at the top dose activity change, negative = inhibition, hits mostly inhibitors; hit rate 0.28% among 350,000; note: nearly all actives have a fitted effect of over 40% in size
Target sequence (Q9NUW8 whole entry, looked up): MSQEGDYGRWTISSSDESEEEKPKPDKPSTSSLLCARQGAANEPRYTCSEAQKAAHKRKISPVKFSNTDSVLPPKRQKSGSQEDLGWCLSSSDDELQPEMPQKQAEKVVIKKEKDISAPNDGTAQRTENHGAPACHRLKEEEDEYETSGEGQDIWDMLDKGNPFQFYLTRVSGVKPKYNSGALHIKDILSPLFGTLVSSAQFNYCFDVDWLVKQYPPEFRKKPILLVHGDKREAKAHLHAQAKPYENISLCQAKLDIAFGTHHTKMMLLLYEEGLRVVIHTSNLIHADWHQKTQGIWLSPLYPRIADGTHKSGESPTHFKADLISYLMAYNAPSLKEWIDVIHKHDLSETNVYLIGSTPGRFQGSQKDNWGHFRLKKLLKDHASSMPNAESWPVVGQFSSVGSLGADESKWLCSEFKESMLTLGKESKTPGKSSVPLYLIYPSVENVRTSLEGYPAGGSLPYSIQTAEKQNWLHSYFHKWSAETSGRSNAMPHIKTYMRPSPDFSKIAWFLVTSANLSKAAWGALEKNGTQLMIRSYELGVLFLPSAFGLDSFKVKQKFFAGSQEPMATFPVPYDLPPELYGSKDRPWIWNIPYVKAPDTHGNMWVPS
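Enzyme-compound mixtures sat 15 min at room temperature, followed by a 5 min reaction with 15 nM final substrate and 10 min with AlphaScreen beads. Recombinant human Tdp1 was used at 1 nM final.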
TDP1 cell noCPT = qHTS for Inhibitors of human tyrosyl-DNA phosphodiesterase 1 (TDP1): qHTS in cells in absence of CPT; hit rate 15% among 420,000; DT40 Tdp1-/- hTDP1 cells, no CPT, ATP luminescence, 48 h; AID 686978, 2013; Potency, µM (highest dose often 46.2 µM), without a hit: at the highest dose activity change, negative = growth inhibition, hits mostly inhibitors; note: nearly all actives have a fitted effect of over 55% in size
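A cellular qHTS used chicken DT40 cells lacking endogenous Tdp1 but carrying stably transfected human TDP1. Compounds were applied without camptothecin, and cell growth kinetics were judged by ATP-dependent luminescence after ≥48 hr.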
Numbers without * were called inactive; ? = inconclusive; nt = not tested or not shown; [ ] = dose if it differs, or a comment. Calls come from the whole dose curve; as a rule, active = well fitted curve in the direction sought with a large enough effect; inconclusive = small, poorly fitted or top-dose-only effect, or another doubt; inactive = no such curve, though single readings can be large; an effect the other way counts as inactive or inconclusive. % is set by controls: 0 for no effect and ±100 for the full control effect; potency is the fitted concentration of half-maximal effect.

SMILES	TDP1 cell CPT	TDP1 block	TDP1 cell noCPT
CCOC(=O)N1CCN(C(=O)c2ccc(C)c(S(=O)(=O)Nc3cccc(C)c3C)c2)CC1	?	2%	?
NC(=O)c1ccc(-c2ccc(Br)cc2)o1	-1%	6%	-5%
Cc1ccc(CNC(=O)CCC2CCCN(Cc3c(C)nn(C(C)C)c3C)C2)o1 (stereo not drawn)	-10%	0%	-23%
O=C(c1ccccc1)N1CCN(C(=O)c2ccccc2)c2ccccc21	8.2µM*	nt	?
O=C(c1cc(Br)ccc1O)N(Cc1ccco1)Cc1cccs1	?	5%	?
O=C(Cc1ccc(Br)cc1)NC1CCCc2ccccc21 (stereo not drawn)	?	2%	?
COc1ccccc1N(C)S(=O)(=O)c1ccc(C(=O)NC2CCCCCC2)cc1	23µM*	nt	23µM*
COc1cccc(NC(=O)c2oc3ccccc3c2NC(=O)c2ccc(OC(C)C)cc2)c1	?	6%	?
Cc1noc(C)c1-c1cc(NC2CC2)ncn1	12µM*	40µM*	8.2µM*
N#CC1=C2N=C(N)c3c(sc4c3CCCCC4)N2C2=C(C(=O)CCC2)C1c1ccccc1 (stereo not drawn)	?	9%	?
CC1=C(C(=O)Nc2ccc(C)cc2C)C(c2ccc(C(=O)O)cc2)n2nc(SCc3ccccc3)nc2N1 (stereo not drawn)	-3%	-3%	-3%
CN1CCN(C(=O)/C(=C\c2cccs2)NC(=O)c2ccco2)CC1	0%	5%	-20%
CCCCC(CCCC)=N/N=C/c1c(O)n(CC)c2cc(C3=NNC(=O)CC3)ccc12	?	8%	?
CC(=O)Nc1nc(-c2ccc(Cl)cc2)nc(C)c1C(C)=O	-5%	3%	-11%
Cn1c(N)c(C(=O)COC(=O)CNC(=O)c2ccccc2F)c(=O)n(C)c1=O	1%	0%	-28%
Cc1ccnc(NS(=O)(=O)c2ccc(NS(=O)(=O)c3ccccc3)cc2)n1	-10%	5%	-13%
O=S(=O)(c1cccc2nsnc12)N1CCCC1	3%	3%	0%
CCOc1ccc(N(CC(=O)N2CCOCC2)S(=O)(=O)c2ccc(F)cc2)cc1	-4%	4%[56.1 µM]	-19%
COc1ccc2c(=O)c3c(=O)n(Cc4ccco4)c(-c4ccco4)nc3oc2c1	20µM*	45µM*	?
CC(C)Cc1nnc(NC(=O)CCNC(=O)c2ccco2)s1	21%	1%	-1%
COc1ccc(-c2csc3ncnc(N4CCN(C(=O)c5ccco5)CC4)c23)cc1	23µM*	4%	?
O=C1NC[C@H](CCCCN2CCN(Cc3ccccc3)C(=O)C2=O)N(CCc2ccccc2)C1=O	-12%	nt	-16%
C=CCN(CC=C)S(=O)(=O)c1ncn[nH]1	-9%	40µM*	-2%
COc1cccc(/C=N/NC(=O)c2c(C)nc3ccc(Cl)cn23)c1OC	16µM*	nt	?
CCOc1ccccc1CNC(=O)CCc1c(C)nn(-c2ccc(N3CCOCC3)nn2)c1C	?	7%	?
COC(=O)[C@@H](NCc1ccc(B(O)O)cc1)C(C)C	-2%	nt	-14%
O=C(c1ccco1)n1nc(-c2cccnc2)nc1NCc1ccco1	?	3%	23µM*
N#Cc1c(NC(=O)CSc2nc(N)cc(=O)[nH]2)sc2c1CCCC2	?	1%	23µM*
COc1cccc(/C=N/n2c(COc3ccccc3)n[nH]c2=S)c1O	-22%	nt	10%
NC(=O)CSc1nnc(-c2cccs2)n1-c1ccccc1	-13%	3%	-1%
COc1cc(C(=O)Nc2ccc3oc(-c4ccc(C)c(Br)c4)nc3c2)cc(OC)c1OC	21µM*	1%[12.3 µM]	8.2µM*
COc1ccc(CCNC(=O)C/C(C)=N/NC(=O)c2ccc(Cl)cc2Cl)cc1OC	-3%	4%	22%
COc1ccccc1/C=C1\SC(=S)N(CCC(=O)Nc2nnc(C)s2)C1=O	?	-7%	-26%
CCOC(=O)c1c(C)[nH]c(C)c1C(=O)CSc1nc2ccccc2c(=O)n1-c1ccc(CC)cc1	12µM*	8%	6.5µM*
Cc1cc(=O)oc2cc(OCCc3ccccc3)ccc12	-37%	nt	?
CC(=O)Nc1ccc(NC(=O)C(C)OC(=O)C2CC3C=CC2C3)cc1 (stereo not drawn)	7%	0%	-17%
CSc1cccc(NC(=O)c2ccc(CN3CCc4ccccc4C3)cc2)c1	?	nt	-49%
C[C@@H]1CN([C@@H](C)CO)C(=O)CCCn2nncc2CO[C@@H]1CN(C)S(=O)(=O)c1ccc(Oc2ccccc2)nc1	?	nt	?
c1ccc(COc2cccc(-c3cc4nc(NCCc5ccncc5)ccn4n3)c2)cc1	15µM*	nt	13µM*
C/C(=N\NC(=O)c1c[nH]c2ccccc12)c1ccco1	-16%	5%	-23%
O=C(c1ccco1)N1CCN(Cc2cccc([N+](=O)[O-])c2)CC1	-22%	-6%	3%
CN(CC(=O)NCc1ccncc1)S(=O)(=O)c1ccc2ccccc2c1	-24%	5%	?
COc1ccc(CCNC(=O)C2CCC(=O)N(CCc3ccc(OC)cc3)C2)cc1 (stereo not drawn)	4%	1%	11%
Nc1ccc2c(C(F)(F)F)cc(=O)oc2c1	1%	4%	-22%
Cc1nn(-c2ccccc2)c(C)c1/C=N/n1c(-c2ccccc2Br)n[nH]c1=S	?	6%	-19%
CC1CCCCC1NC(=O)C1CCN(S(=O)(=O)N2CCOCC2)CC1 (stereo not drawn)	4%	-12%	21%
O=C(COC(=O)C1CCN(c2ccc(C(F)(F)F)cn2)CC1)c1ccc(F)cc1	-13%	nt	-12%
C=CCNC(=O)C1CCN(S(=O)(=O)c2ccccc2)CC1	-24%	0%	-13%
CC(=C/c1ccccc1)/C=N/n1c(-c2ccco2)n[nH]c1=S	-8%	14%	-2%
Cc1cc(C)cc(NC(=O)C(NCC2CCCO2)c2ccccc2)c1 (stereo not drawn)	2%	3%	-24%

In a second layout: entries from further up
The line under a structure holds: TDP1 cell CPT, TDP1 block, TDP1 cell noCPT
- Cc1nn(-c2ccccc2)c(C)c1/C=N/n1c(-c2ccccc2Br)n[nH]c1=S
    ?, 6%, -19%
- O=C(COC(=O)C1CCN(c2ccc(C(F)(F)F)cn2)CC1)c1ccc(F)cc1
    -13%, nt, -12%
- COc1ccc(CCNC(=O)C2CCC(=O)N(CCc3ccc(OC)cc3)C2)cc1 (stereo not drawn)
    4%, 1%, 11%
- C=CCNC(=O)C1CCN(S(=O)(=O)c2ccccc2)CC1
    -24%, 0%, -13%

Individual results from the list.
Cc1nn(-c2ccccc2)c(C)c1/C=N/n1c(-c2ccccc2Br)n[nH]c1=S | TDP1 cell noCPT: -19%
CC(=C/c1ccccc1)/C=N/n1c(-c2ccco2)n[nH]c1=S | TDP1 cell CPT: -8%
Nc1ccc2c(C(F)(F)F)cc(=O)oc2c1 | TDP1 cell CPT: 1%
CN(CC(=O)NCc1ccncc1)S(=O)(=O)c1ccc2ccccc2c1 | TDP1 cell CPT: -24%

Continued.
SMILES	TDP1 cell CPT	TDP1 block	TDP1 cell noCPT
c1ccc(CN(CCN2CCOCC2)Cc2ccccc2)cc1	3%	nt	?
CC(C)(C)OC(=O)CN1C(=O)NC(Cc2c[nH]c3ccccc23)C1=O (stereo not drawn)	-6%	nt	-3%
FC(F)(F)c1cccc(Cc2noc(CN3C[C@@H]4CCC[C@H]3C4)n2)c1	-18%	5%	-27%
COc1ccc(NC(=O)C2C3C=CC4(O3)C2C(=O)N(CCCN2CCCCC2)C4C(=O)NC2CCCC(C)C2C)cc1 (stereo not drawn)	18%	2%	0%
NC(=O)C1(N2CCCCC2)CCN(C(=S)Nc2ccc(F)c(Cl)c2)CC1	15%	3%	5%
Cc1cc(NC(=O)COC(=O)C2CCN(S(=O)(=O)c3ccc(Cl)cc3)CC2)no1	1%	6%	-14%
Nc1nc(Cl)cc(Oc2ccccc2F)n1	0%	nt	-8%
CC(=O)Nc1cccc(-c2ccnc3c2CC(C)(C(=O)Nc2cccc(NS(C)(=O)=O)c2)O3)c1 (stereo not drawn)	-7%	nt	-28%
COc1cccc2c1CCc1c-2nc2ccccc2c1C(=O)O	-7%	nt	-17%
CCS(=O)(=O)N1CCN(c2ccc(C(=O)NC34CC5CC(CC(C5)C3)C4)cc2[N+](=O)[O-])CC1	12µM*	-1%	7.3µM*
Cc1ccc2c(c1)NC(c1cccs1)C1=C(CC(C)(C)CC1=O)N2 (stereo not drawn)	-1%	0%	-3%
Cc1ccc(N(CC(=O)Nc2ccccc2-c2ccccc2)S(=O)(=O)c2ccccc2)c(C)c1	?	3%	?
CCN(CC)C(=O)[C@H]1CC(CC(=O)NCCN2CCOCC2)C(=O)N2CCc3c([nH]c4ccc(OC)cc34)[C@]12C (stereo partly drawn)	9%	2%[56.1 µM]	-11%
CC(C)(C)CC(=O)NCc1cccs1	-9%	-1%	11%
COc1ccc2c(c1)c(CC(=O)N1CCOCC1)c(C)n2C(=O)c1ccc(Cl)cc1	?	12%[56.1 µM]	?
CCN(CC)c1ccc(C(=O)OCC(=O)Nc2ccccc2-c2ccccc2)cc1	?	1%	18µM*
CCOC(=O)N/N=C/C=C/c1ccccc1[N+](=O)[O-]	5%	5%	5%
Cc1cc(C)nc(SCC(=O)NCc2ccco2)n1	-2%	-6%	-27%
C#CCOCCOCCOCCNc1nc(N2CCN(C(=O)[C@H]([C@@H](C)CC)n3cc([C@@H](N)CC(C)C)nn3)CC2)nc(N2CCN(C(=O)[C@H](Cc3ccc(O)cc3)n3cc([C@@H](N)CC(C)C)nn3)CC2)n1	-17%	5%	-4%
O=C(c1ccco1)N(Cc1cc2cc3c(cc2nc1N1CCOCC1)CCC3)CC1CCCO1 (stereo not drawn)	13%[9.04 µM]	nt	1%

Just TDP1 block, for some of the entries so far:
SMILES,TDP1 block
CC(C)(C)CC(=O)NCc1cccs1,-1%
COc1ccc2c(c1)c(CC(=O)N1CCOCC1)c(C)n2C(=O)c1ccc(Cl)cc1,12%[56.1 µM]
CCN(CC)c1ccc(C(=O)OCC(=O)Nc2ccccc2-c2ccccc2)cc1,1%
CCOC(=O)N/N=C/C=C/c1ccccc1[N+](=O)[O-],5%

5 compounds out of the list, ordered by molecular weight, largest number first:
SMILES	TDP1 cell CPT	TDP1 block	TDP1 cell noCPT
O=C1NC[C@H](CCCCN2CCN(Cc3ccccc3)C(=O)C2=O)N(CCc2ccccc2)C1=O	-12%	nt	-16%
COc1cccc(/C=N/NC(=O)c2c(C)nc3ccc(Cl)cn23)c1OC	16µM*	nt	?
Cc1cc(=O)oc2cc(OCCc3ccccc3)ccc12	-37%	nt	?
COC(=O)[C@@H](NCc1ccc(B(O)O)cc1)C(C)C	-2%	nt	-14%
CCOC(=O)N/N=C/C=C/c1ccccc1[N+](=O)[O-]	5%	5%	5%

Carrying on.
SMILES	TDP1 cell CPT	TDP1 block	TDP1 cell noCPT
Cn1cccc1CC(=O)N/N=C/c1ccc(Cl)cc1	1%	5%	?
O=C(CSc1nnc(Nc2ccccc2)s1)NCCN1C(=O)CSC1=O	1%	0%	1%
CC(C)NC(=O)NC(=O)COC(=O)c1ccccc1F	5%	0%	13%
O=C(COC(=O)c1cc(Br)ccc1O)NC12CC3CC(CC(C3)C1)C2	-4%	1%	-1%
Cc1ccc(C2C=C(c3ccccc3)Nc3nc(NS(=O)(=O)c4ccc(C)cc4)nn32)cc1 (stereo not drawn)	?	7%	?
O=C(Nc1cccc(C(=O)N2CCCCCC2)c1)c1ccco1	10%	7%	2%
COc1cc2ccccc2cc1C(=O)Nc1ccc(S(=O)(=O)Nc2cc(C)on2)cc1	-14%	0%	-5%
CN=c1sc(C(=O)Nc2cccc(Cl)c2)cc(=O)n1C	?	0%	?
COc1ccc(OCC(O)CN2CC(C)OC(C)C2)cc1 (stereo not drawn)	-1%	2%	-1%
CC(=O)c1cccc(NC(=O)N2C3CCCC2CC(NC(=O)C2CC2)C3)c1 (stereo not drawn)	6%	7%	3%
O=C(O)Cc1sc(=O)[nH]c1O	-18%	nt	-26%
C/C=C/c1ccc(OCCCCN(C)Cc2ccccc2)c(OC)c1	?	nt	?
O=c1c2ccccc2nc(-c2ccco2)n1CCc1ccc(O)cc1	?	nt	5.8µM*
c1ccc2ncc(-n3cnnn3)cc2c1	-7%	1%	-7%
CC(=O)Nc1ccc(C(=O)Nc2ccc3c(c2)OCCO3)cc1	0%	nt	-18%
CC(C)(C)S(=O)(=O)N1C[C@H]2CC/C=C\C/C(c3ccccc3)=C\2[C@@H]1CCO	?	nt	?
Fc1ccccc1CSc1nc2ccccc2[nH]1	?	-2%	?
Cn1cc(S(=O)(=O)NC2CCCCC2)c(=O)n(C)c1=O	14%	nt	-5%
CC1(C)CC(=O)C2=C(C1)N(Cc1ccccc1)C(=O)C2(NC(=O)C(C)(C)C)C(F)(F)F (stereo not drawn)	1%	4%	?
